OX1R antag-1: OX1R (HCRTR1) antagonists, primary screen, fluorescence, CHO/OX1R cells, Fluo-8 calcium, orexin A. Orexin/Hypocretin receptor type 1 (Homo sapiens), O43613. Fluo-8 calcium fluorescence. inhibition, % at 5 µM. 0.43% of 330,000 active. AID 434989, 2010;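 active means inhibition above its plate's threshold, mean inhibition of all tested compounds on the plate plus 3 SD, cut at about 37% in these data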;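 further: 0% = orexin A challenge wells and 100% = SB-334867-A antagonist wells; not every result past the cut was called active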
Target sequence (O43613 whole entry, looked up): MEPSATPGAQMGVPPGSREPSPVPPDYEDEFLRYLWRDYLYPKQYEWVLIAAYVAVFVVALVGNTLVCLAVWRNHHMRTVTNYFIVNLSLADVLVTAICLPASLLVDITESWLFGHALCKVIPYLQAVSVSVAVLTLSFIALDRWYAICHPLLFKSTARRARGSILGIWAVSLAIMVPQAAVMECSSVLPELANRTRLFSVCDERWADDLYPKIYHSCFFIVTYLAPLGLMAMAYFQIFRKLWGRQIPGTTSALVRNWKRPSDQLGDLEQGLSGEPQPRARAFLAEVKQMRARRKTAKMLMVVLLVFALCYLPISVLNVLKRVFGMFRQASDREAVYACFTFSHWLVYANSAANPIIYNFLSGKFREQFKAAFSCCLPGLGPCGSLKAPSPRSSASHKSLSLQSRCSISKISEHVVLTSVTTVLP
OX1R antag-2: antagonists of human orexin 1 receptor (OX1R); AID 485270, 2010; 1.8% of 330,000 active; OX1R-expressing cells, FRET antagonist read-out; inhibition, % at 6.6 µM; in the data active means inhibition mostly above about 38%, no sharp cut-off; inactive means mostly below about 40%;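 further: 0% = agonist challenge alone and 100% = reference antagonist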
Starred values were filed as active, the others as inactive.

SMILES	OX1R antag-1	OX1R antag-2
CN(C)C(=O)c1ccc(NC(=O)c2ccccc2-c2ccccc2)cc1	-17.4	5.0
Cc1ccc(C)c2nc(SCC(=O)N3CCCc4ccccc43)c(C#N)cc12	-23.5	13.7
CC(=O)NC(CC(=O)N(Cc1ccccc1)c1ccc(C)cc1)c1ccccc1 (stereo unspecified)	-14.6	28.7
Cc1nnsc1C(=O)NC1CCCCC1	-14.6	14.8
CCOC(=O)[C@H]1[C@H]2COc3ccc(OC)cc3[C@@H]2N2C(=O)CN(Cc3ccc(F)cc3)C(=O)[C@@]12C	-12.2	0.1
Cc1c(C(=O)NNC(=O)c2ccccc2O)oc2ccc(Br)cc12	-2.7	8.1
COc1ccc(C2Nc3ccccc3C(=O)N2c2ccc(F)cc2)cc1CSc1ccccn1 (stereo unspecified)	-14.6	16.9
O=C(/C=C/c1ccc([N+](=O)[O-])cc1)N1CCN(S(=O)(=O)c2ccccc2)CC1	-3.9	2.1
Cc1ccnc(SCC(=O)N2CCN(C(c3ccccc3)c3ccccc3)CC2)n1	-26.2	12.3
COc1cc(COC(=O)c2cnc(C)cn2)c(OC)cc1Br	-8.3	10.7
COc1cc([N+](=O)[O-])ccc1NC(=O)COC(=O)CCOc1ccc(C)cc1	-10.9	18.0
O=c1cnnc(SCc2ccc([N+](=O)[O-])cc2)[nH]1	-0.7	24.8
Cc1nc2ccc(Cl)cc2c(-c2ccccc2)c1CC(=O)O	1.9	7.9
O=C(CSc1ncnc2c1nnn2Cc1ccccc1)NC1CCCC1	-8.1	1.9
COc1cc(/C=N\NC(=O)Cn2nnc3ccccc32)cc(OC)c1OC	-19.9	32.1
CC(C)(C)c1cc(/C=N/NC(=O)Cc2nc3ccccc3[nH]2)cc(C(C)(C)C)c1O	-15.9	7.2
O=C(c1ccc(Cn2c(=O)[nH]c3ccsc3c2=O)cc1)N1CCN(c2ccccc2)CC1	-17.5	6.3
Cc1ccccc1NC(=O)c1cc(C(=O)c2cc(Cl)ccc2O)cn(-c2ccccc2C)c1=O	-0.2	4.5
O=C(CCCc1cccs1)NCCc1c[nH]c2ccccc12	-2.2	-8.7
N#CC(C#N)=Cc1cnc(N2CCN(c3ccccc3)CC2)s1	-21.7	18.3
COc1ccc2c(c1OC)C(=O)OC2CC(=O)c1ccc(O)cc1 (stereo unspecified)	-2.5	16.1
Cn1c(=O)c(Nc2ccc(O)cc2)c2c3c(cccc31)C(=O)c1ccccc1-2	-17.3	16.6
CC(C)(C)C(=O)N1CCC[C@H]1C(O)(c1ccccc1)c1ccccc1	-26.9	26.6
CC(=O)c1c(C)[nH]c(C(=O)NNC(=O)COc2ccc(Cl)cc2C)c1C	-30.8	25.0
CC1Cc2ccccc2N1C(=O)COC(=O)Cn1nnc(-c2ccccc2)n1 (stereo unspecified)	6.8	2.9
O=S(=O)(/N=C(/NC(=S)Nc1ccccc1)c1ccccc1)c1ccc(Cl)cc1	-8.8	5.0
CCOc1ncccc1C(=O)OCC(=O)Nc1cccc(C(C)=O)c1	-12.4	7.0
CC(=O)Nc1ccc(C(=O)OCC(=O)N2CCC(Cc3ccccc3)CC2)cc1	-11.6	2.0
Clc1ccc(/C(Cc2nc3ccccc3[nH]2)=N\Nc2ccccc2)cc1	-38.3	13.7
COc1ccc(CN2CCC(C(=O)Nc3ccc(Oc4cccnc4)cc3)CC2)cc1	-17.9	-2.4
Cc1ccc(Nc2cc(C)nc(N3CCOCC3)n2)cc1	-19.7	18.8
O=C(O)C1CN(C(=O)c2cccc(Br)c2)C1	-2.1	1.8
O=C(Nc1cc(Cl)cc(Cl)c1)N1CCCC1	16.8	17.9
Cc1ccc([N+](=O)[O-])cc1N=Nc1c(C)[nH]n(C(N)=S)c1=O	6.0	-1.3
COc1ccc(CCNC(=S)NC(=O)c2cccc(Cl)c2)cc1OC	-32.5	12.0
CCCn1nnc2sc3c(c2c1=O)CCC(C)C3 (stereo unspecified)	-25.6	22.2
CCOC(=O)N1CCN(c2cc(=O)n(-c3ccc(Br)cc3)c(=O)[nH]2)CC1	-12.2	2.8
O=C(c1ccccc1)c1ccc(OCCn2cnc3ccccc3c2=O)cc1	9.8	56.1
O=C(CSc1nc2ccccc2c(=O)n1-c1ccccc1)N/N=C/C=C/c1ccccc1[N+](=O)[O-]	-27.3	14.5
CCOC(=O)c1ccc(NC(=O)Cn2c(=O)oc3ccccc32)cc1	-19.7	1.8
COc1cccc(C(=O)NNC(=O)C(=O)Nc2cccc3ccccc23)c1	5.7	18.9
Cc1ccc(NC(=O)CSc2nn(-c3ccccc3)c(=S)s2)cc1S(=O)(=O)N(C)C	43.2	41.6
O=S(=O)(NCCc1ccc(F)cc1)c1cccc2cccnc12	8.4	25.1
C=CCn1c(SCC(=O)N2CCN(c3ccc(F)cc3)CC2)nnc1-c1cccs1	-9.0	14.5
CC(C)c1ccc(CNn2cnnc2)cc1	8.7	21.9
CCCc1cc2c(=O)n(NC(=O)c3nn(C)cc3[N+](=O)[O-])c(C)nc2s1	-14.8	24.2
O=S(=O)(Nc1cccc(-c2nc3cccnc3s2)c1)c1cccs1	-7.8	21.3
COC(F)(C(=O)Nc1ccc2c(c1)C(=O)NC2=O)C(F)(F)F (stereo unspecified)	-9.0	14.9
CC(C)(C)OC(=O)N1CCC[C@H]1c1nnc(SCc2ccccc2)o1	-12.7	8.7
CC(CCC(=O)O)C1CC[C@@]2(C)C3C(=O)CC4C(C)(C)C(O)CC[C@]4(C)C3C(=O)C[C@]12C (stereo partly specified)	-12.6	-7.8
Next section.
SMILES	OX1R antag-1	OX1R antag-2
O=C1CN(C(=O)COc2cccc(F)c2)c2ccccc2N1	-13.8	3.9
COc1ccc(C(=O)OCC(=O)N(C)C2CCS(=O)(=O)C2)cc1Br (stereo unspecified)	2.0	3.5
Cc1ccc(C(=O)NC(NC(=O)c2ccc(C)cc2)c2cccc([N+](=O)[O-])c2)cc1	9.1	30.0
CCC(=O)NCCc1nc2ccccc2n1CC(=O)c1ccccc1	-11.2	5.4
CN(C)CC#CCC(O)(c1ccccc1)C1CCCCC1 (stereo unspecified)	-10.4	0.9
O=C(c1cc(=O)c2ccccc2o1)N(Cc1ccccc1)C1CCS(=O)(=O)C1 (stereo unspecified)	-6.4	8.0
O=C(NCc1ccc(F)cc1)c1cnccn1	-9.7	-2.9
O=C1CC(N2CCN(c3ncccn3)CC2)C(=O)N1CCc1ccccc1 (stereo unspecified)	-14.0	8.9
CCC(NC(=O)/C(=C\c1ccc2c(c1)OCO2)NC(C)=O)C(=O)O (stereo unspecified)	1.2	12.3
COc1ccc(C(=O)CC(=O)Nc2ccc([N+](=O)[O-])cc2)cc1	11.4	-5.0
COc1ccc(-c2nc(NC(=O)C3=NN(c4cccc(C)c4)C(=O)CC3)sc2C)cc1	-15.6	14.4
O=C(CN1C(=O)C(=O)N(C2CCCC2)C1=O)Nc1ccc(N2CCOCC2)cc1	-1.6	24.7
CCCOc1ccc(C(=O)Nn2c(C)nc3ccccc3c2=O)cc1	-24.8	1.6
CN(CC(=O)Nc1ccc(S(=O)(=O)N2CCCC2)cc1)Cc1ccc(Cl)cc1	-12.4	-0.2
C/C(=N/NS(=O)(=O)c1ccc(C)cc1)c1ccc(NC(=O)C(F)(F)F)cc1	1.1	16.1
COc1ccc(CCNC(=O)c2csc3c2CCCC3)cc1	-27.6	18.9
COc1cc(/C=N/n2c(=S)[nH]nc(C)c2=O)cc([N+](=O)[O-])c1O	-0.6	7.6
COc1ccc(-c2nn(-c3ccccc3)cc2C(=O)Nc2ccc(C(=O)O)cc2)cc1OC	-8.7	20.8
COc1ccccc1NC(=O)Cc1coc2cc(C)ccc12	-20.6	17.5
Cc1nc2ncccn2c1-c1csc(Nc2cccc(C(=O)O)c2)n1	0.7	14.7
Cc1cccc2cc(CN(Cc3ccc(F)cc3)Cc3nnnn3C3CCCC3)c(=O)[nH]c12	-23.4	16.1
COc1ccccc1CNC(=O)C1CCN(C(=O)N(C)C)CC1	-1.0	9.2
Cc1ccc(S(=O)(=O)NC(=O)c2ccc(-c3ccc(C)c4ccccc34)o2)cc1	-7.9	16.2
Cc1ccc(NC(=O)c2sc(N)nc2-c2ccc([N+](=O)[O-])cc2)cc1C	-6.4	20.4
CCOc1cc(/C=N/O)cc(Cl)c1OC	-8.3	24.5
Cc1ccc(Cl)cc1NC(=O)COC(=O)CC1CC2CCC1C2 (stereo unspecified)	-36.2	6.5
COc1ccccc1NC(=O)CSC1=NC(=O)C(NC(C)=O)C(=O)N1 (stereo unspecified)	6.4	2.6
CCCCOC(=O)Nc1ccccc1C(=O)OC	-7.9	23.4
O=C1CCN(CCc2ccccc2)CCN1[C@H](CSc1ccc(Br)cc1)Cc1ccccc1	-27.1	26.5
Cc1ccc(-n2[nH]c(C)c(/C=N/NC(=O)c3cccc([N+](=O)[O-])c3)c2=O)cc1C	7.5	16.2
O=C1CC(N(Cc2cccs2)C(=O)Nc2ccccc2)C(=O)N1c1ccc(Cl)cc1 (stereo unspecified)	-8.1	-0.4
C/C(=N\NC(=O)CSCc1ccc([N+](=O)[O-])cc1)c1ccccc1O	-13.7	15.2
CCN(CC)S(=O)(=O)c1ccc(N2CCCCC2)c(NC(=O)/C=C/c2ccc(OC)c(OC)c2)c1	-11.4	15.7
CCn1ncc(C2=NOC(C(=O)Nc3ccccc3C(=O)OC)C2)c1C (stereo unspecified)	-24.8	7.7
O=C(NC1=C(Nc2ccc(Cl)cc2)C(=O)c2ccccc2C1=O)c1ccccc1	-10.5	56.2
O=C(Cc1ccc([N+](=O)[O-])cc1)Nc1nccs1	-12.9	12.1
CC(=O)c1cccc(N2C(=O)C3C4CCC(C4=C(C)C)C3C2=O)c1 (stereo unspecified)	-14.6	10.3
Cc1ccc(/C=N/c2sc3c(c2C#N)CCC3)s1	-15.8	-1.2
O=C(NCC1CCCO1)C(=O)NCC(c1ccco1)N1CCN(c2ccccc2)CC1 (stereo unspecified)	-5.5	6.7
COc1ccc(CC(=O)OCc2cc3cccc(C)c3[nH]c2=O)cc1	-24.4	10.6
O=C(CSc1ccc2ccccc2c1Br)Nc1cccc(S(=O)(=O)NC2=NCCCCC2)c1	29.9	36.0
CC(=O)Nc1ccc(O)c(-c2nc3ccccc3s2)c1	-20.9	39.8
CCOC(=O)c1ccc(NC(=S)Nc2ccc(Br)cc2N)cc1	-31.0	13.9
CN(c1cccc(NS(=O)(=O)c2ccccc2)c1)S(C)(=O)=O	-14.9	7.8
Cc1cc(=O)oc(C)c1C(=O)NCC(C)C	-5.8	4.1
O=S(=O)(N/N=C\c1cccc(F)c1)c1ccccc1	-7.5	0.4
COCCn1c(SCCCC(=O)c2ccc(Br)cc2)nnc1-c1ccncc1	26.1	27.1
CC(C)(C)n1nc2c(c1NC(=O)c1ccc(C(F)(F)F)cc1)CS(=O)(=O)C2	14.4	1.8
Cc1ccc(C(=O)CC(C(=O)O)c2cn(CCC#N)c3ccccc23)cc1 (stereo unspecified)	-23.3	12.1
OCCN1CCN(c2ncnc3sc(-c4ccccc4)cc23)CC1	-30.0	19.7
(list continues)
SMILES	OX1R antag-1	OX1R antag-2
COc1ccccc1CN1C(=O)[C@@H]2C(CCC(N)=O)NC3(C(=O)Nc4c3ccc(Cl)c4C)[C@@H]2C1=O (stereo partly specified)	-15.6	0.9
COc1cc(NC(=O)C/C(C)=N/NC(=O)c2cccc(O)c2)c(OC)cc1Cl	-12.5	14.5
C=CCn1c(SCC(=O)Nc2ccccc2OC)nc(O)c(CC)c1=O	-21.9	3.4
Fc1ccc(COc2cccc(CNCc3ccncc3)c2)cc1	-24.7	18.5
Cc1cc(C(C)c2ccccc2)c(O)c(CN2CCOCC2)c1C (stereo unspecified)	-18.0	26.0
CCc1nnc(NC(=O)CSc2nnc(-c3ccccc3OC)n2-c2ccc(C)cc2)s1	-34.7	24.9
COc1ccc(CNC(=O)COC(=O)/C=C/c2ccc(S(=O)(=O)N3CCOCC3)cc2)cc1	-9.6	33.6
CCOC(=O)c1c[nH]c2c(Cl)c(Cl)ccc2c1=O	-6.9	8.2
O=c1c2ccccc2sn1-c1ccc(S(=O)(=O)N2CCCC2)cc1	-3.0	9.1
CN(C)c1ccc2nsnc2c1[N+](=O)[O-]	-1.9	38.6*
CN(C)CCCNC(=S)NCc1ccc(Cl)cc1	0.0	3.9

Shown with values under each structure: 13 of the compounds above.
Values run as follows: OX1R antag-1	OX1R antag-2
- Cc1ccc(C(=O)CC(C(=O)O)c2cn(CCC#N)c3ccccc23)cc1 (stereo unspecified)
→ -23.3	12.1
- OCCN1CCN(c2ncnc3sc(-c4ccccc4)cc23)CC1
→ -30.0	19.7
- COc1ccccc1CN1C(=O)[C@@H]2C(CCC(N)=O)NC3(C(=O)Nc4c3ccc(Cl)c4C)[C@@H]2C1=O (stereo partly specified)
→ -15.6	0.9
- COc1cc(NC(=O)C/C(C)=N/NC(=O)c2cccc(O)c2)c(OC)cc1Cl
→ -12.5	14.5
- C=CCn1c(SCC(=O)Nc2ccccc2OC)nc(O)c(CC)c1=O
→ -21.9	3.4
- Fc1ccc(COc2cccc(CNCc3ccncc3)c2)cc1
→ -24.7	18.5
- Cc1cc(C(C)c2ccccc2)c(O)c(CN2CCOCC2)c1C (stereo unspecified)
→ -18.0	26.0
- CCc1nnc(NC(=O)CSc2nnc(-c3ccccc3OC)n2-c2ccc(C)cc2)s1
→ -34.7	24.9
- COc1ccc(CNC(=O)COC(=O)/C=C/c2ccc(S(=O)(=O)N3CCOCC3)cc2)cc1
→ -9.6	33.6
- CCOC(=O)c1c[nH]c2c(Cl)c(Cl)ccc2c1=O
→ -6.9	8.2
- O=c1c2ccccc2sn1-c1ccc(S(=O)(=O)N2CCCC2)cc1
→ -3.0	9.1
- CN(C)c1ccc2nsnc2c1[N+](=O)[O-]
→ -1.9	38.6*
- CN(C)CCCNC(=S)NCc1ccc(Cl)cc1
→ 0.0	3.9

Source: PubChem BioAssay
